Screening data: PubChem, Vanderbilt High Throughput Screening Facility
AMPAR-TARP mod = modulators of AMPA receptor GluA2-stargazin complexes; O88602+P19491; HEK293 GluA2+stargazin, membrane potential dye (FDSS), glutamate EC50; hits were called plate by plate, in both directions; calls only at 30 µM; 40,000 tested, 3.5% active; AID 1259245;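 active means any of four per-well response measures lying three or more SD from its plate-wide compound average, in either direction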
Target sequence (O88602 whole entry, looked up): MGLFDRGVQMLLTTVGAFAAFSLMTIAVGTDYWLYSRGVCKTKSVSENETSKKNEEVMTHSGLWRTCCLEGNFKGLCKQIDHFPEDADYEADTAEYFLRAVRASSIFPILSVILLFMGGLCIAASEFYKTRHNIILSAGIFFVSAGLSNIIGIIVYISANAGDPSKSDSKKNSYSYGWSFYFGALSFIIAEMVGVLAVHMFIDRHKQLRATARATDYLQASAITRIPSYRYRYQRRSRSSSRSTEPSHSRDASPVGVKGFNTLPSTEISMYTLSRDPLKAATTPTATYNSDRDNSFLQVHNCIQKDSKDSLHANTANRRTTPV
Target sequence (P19491 whole entry, looked up): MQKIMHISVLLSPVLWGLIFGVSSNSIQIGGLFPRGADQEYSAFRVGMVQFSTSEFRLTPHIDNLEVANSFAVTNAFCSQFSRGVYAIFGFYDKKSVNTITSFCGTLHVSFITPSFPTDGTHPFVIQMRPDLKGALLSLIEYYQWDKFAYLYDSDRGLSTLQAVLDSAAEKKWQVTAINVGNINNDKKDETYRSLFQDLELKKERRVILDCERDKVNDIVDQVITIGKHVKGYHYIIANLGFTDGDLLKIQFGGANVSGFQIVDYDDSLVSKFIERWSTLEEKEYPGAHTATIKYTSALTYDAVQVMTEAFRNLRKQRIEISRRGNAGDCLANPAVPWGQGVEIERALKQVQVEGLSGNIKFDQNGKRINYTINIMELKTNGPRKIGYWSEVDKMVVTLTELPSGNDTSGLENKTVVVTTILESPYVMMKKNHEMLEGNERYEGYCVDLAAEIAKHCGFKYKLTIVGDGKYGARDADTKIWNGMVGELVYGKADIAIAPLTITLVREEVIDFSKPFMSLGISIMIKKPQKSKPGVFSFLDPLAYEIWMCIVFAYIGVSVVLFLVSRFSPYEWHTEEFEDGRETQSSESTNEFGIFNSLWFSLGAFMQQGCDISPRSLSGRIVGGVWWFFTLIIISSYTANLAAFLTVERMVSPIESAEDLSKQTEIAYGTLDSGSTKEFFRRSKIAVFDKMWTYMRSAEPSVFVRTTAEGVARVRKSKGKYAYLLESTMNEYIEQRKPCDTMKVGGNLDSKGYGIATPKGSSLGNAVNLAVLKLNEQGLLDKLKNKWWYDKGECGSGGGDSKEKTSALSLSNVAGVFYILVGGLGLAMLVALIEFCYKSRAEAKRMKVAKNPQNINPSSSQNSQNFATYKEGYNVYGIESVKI
AMPAR-TARP mod agonism max-min = also measured in AMPAR-TARP mod; calls as there; compound max-min signal; compound-alone response (agonism);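 unitless range of fluorescence divided by baseline over first 100 seconds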
AMPAR-TARP mod glutamate slope = further read-out of AMPAR-TARP mod, marked with its call; glutamate slope, % of max; measured here: glutamate response slope, % max;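 scaled per plate between vehicle wells and maximal 1 mM glutamate control wells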
The depositor's hits bear a star; i = inactive; + = active, no number; & = joins results of further samples. This is a subset; count on the stated rates, not on these rows.

AMPAR-TARP mod glutamate slope	AMPAR-TARP mod	compound	AMPAR-TARP mod agonism max-min
36	i	CNC(=O)Cn1c(=O)n(-c2ccc(C)cc2)c(=O)c2oc3ccccc3c21	0.055
32	i	COc1ccc(-c2ccc(=O)n(CCCC(=O)Nc3nc(C)cs3)n2)cc1	0.047
58	i	COc1ccc(OC)c(-c2ccc(=O)n(CCNC(=O)Cc3cccc4ccccc34)n2)c1	0.048
56&113	i	Cc1cc(NC(=O)c2nnn(-c3cccc(Cl)c3)c2C)no1	0.096&0.058
52	i	CCCCn1c(SCc2nc(-c3cc(OC)c(OC)c(OC)c3)oc2C)nc2ccccc2c1=O	0.15
54	i	CCS(=O)(=O)N1CCCc2cc(NS(=O)(=O)c3ccc(OC)c(F)c3)ccc21	0.11
58	i	COc1ccc(OC)c(N2CCn3c2nc2c3c(=O)n(Cc3ccccc3)c(=O)n2C)c1	0.12
50	i	COc1ccc(OC)c(NC(=O)CCc2sc(C)nc2-c2cccs2)c1	0.094
48	i	CN1CCN(n2c3c(c(SCc4ccc(Br)cc4)nc2=O)CCC3)CC1	0.091
66	i	CCC(=O)N1CCCc2cc(NC(=O)c3ccc(OC(C)C)cc3)ccc21	0.11
60	i	O=C(N1CCN(c2ccc(-c3ccccc3)nn2)CC1)C(F)(F)F	0.065
44	i	COc1ccc(NC(=O)Cn2c(-c3ccc(F)cc3)ncc(C#N)c2=O)cc1Cl	0.091
64	i	Cc1cc(C)c2c(n1)nn1c(NCc3ccccn3)cc(C)nc21	0.26
50	i	CC(C)c1nnc(C2CCN(C(=O)c3cccnc3)CC2)o1	0.13
75	i	Cc1ccc2sc(N(Cc3ccccn3)C(=O)CN3C(=O)CCC3=O)nc2c1C	0.098
62	i	CC1CCc2c(sc(NC(=O)c3cccc(S(=O)(=O)C(C)C)c3)c2C(N)=O)C1 (centres undefined)	0.054
58	i	COc1ccc(S(=O)(=O)CCCC(=O)Nc2ccc([N+](=O)[O-])cc2)cc1	0.14
53	i	CS(=O)(=O)N1CCC(C(=O)NCC#CCN2CCc3ccccc3C2)CC1	0.048
71	i	CCOc1c(C)cc(S(=O)(=O)NC2CC(C)(C)NC(C)(C)C2)c(C)c1C	0.087
84	i	CCn1c(=NC(=O)CSCC(=O)N2CCN(c3ccccc3)CC2)sc2cc(F)ccc21	0.071
57	i	NS(=O)(=O)c1ccc(NC(=O)c2ccc(=O)n(Cc3ccccc3F)c2)cc1	0.059
1	i	COc1ccc(CNC(=O)Nc2ccc3c(c2)CCCN3C(=O)c2ccccc2)cc1OC	0.091
43	i	CCn1nnc2c(N3CCN(C(=O)C(C)(C)C)CC3)ncnc21	0.065
57	i	CC(=O)N(Cc1ccco1)c1nc2c(F)cc(F)cc2s1	0.081
50	i	COc1cccc(N2CCN(C(=O)c3ccc4c(=O)n5c(nc4c3)SCCC5)CC2)c1	0.091
42	i	COc1ccc(-c2ccc(=O)n(CCCC(=O)Nc3ccccc3F)n2)cc1OC	0.061
53	i	O=C(C(=O)N(Cc1ccccc1)Cc1ccccc1)c1cn(CC(=O)N2CCOCC2)c2ccccc12	0.052
56	i	COc1cccc(OCC(=O)Nc2ccc(N3CCCC3=O)cc2)c1	0.12
55	i	Cc1ccc(CNC(=O)c2cn(-c3ccc(C)c(C)c3)nn2)cc1	0.093
33*	+	COc1cc(S(=O)(=O)Nc2cc(Cl)ccc2O)c(OC)cc1Cl	0.21*

In another format: entries from further up.
canonical_smiles | AMPAR-TARP mod glutamate slope | AMPAR-TARP mod | AMPAR-TARP mod agonism max-min
CC(C)c1nnc(C2CCN(C(=O)c3cccnc3)CC2)o1 | 50 | i | 0.13
Cc1ccc2sc(N(Cc3ccccn3)C(=O)CN3C(=O)CCC3=O)nc2c1C | 75 | i | 0.098
CC1CCc2c(sc(NC(=O)c3cccc(S(=O)(=O)C(C)C)c3)c2C(N)=O)C1 (centres undefined) | 62 | i | 0.054
COc1ccc(S(=O)(=O)CCCC(=O)Nc2ccc([N+](=O)[O-])cc2)cc1 | 58 | i | 0.14
CS(=O)(=O)N1CCC(C(=O)NCC#CCN2CCc3ccccc3C2)CC1 | 53 | i | 0.048
CCOc1c(C)cc(S(=O)(=O)NC2CC(C)(C)NC(C)(C)C2)c(C)c1C | 71 | i | 0.087
CCn1c(=NC(=O)CSCC(=O)N2CCN(c3ccccc3)CC2)sc2cc(F)ccc21 | 84 | i | 0.071
NS(=O)(=O)c1ccc(NC(=O)c2ccc(=O)n(Cc3ccccc3F)c2)cc1 | 57 | i | 0.059
COc1ccc(CNC(=O)Nc2ccc3c(c2)CCCN3C(=O)c2ccccc2)cc1OC | 1 | i | 0.091
CCn1nnc2c(N3CCN(C(=O)C(C)(C)C)CC3)ncnc21 | 43 | i | 0.065
CC(=O)N(Cc1ccco1)c1nc2c(F)cc(F)cc2s1 | 57 | i | 0.081
COc1cccc(N2CCN(C(=O)c3ccc4c(=O)n5c(nc4c3)SCCC5)CC2)c1 | 50 | i | 0.091
COc1ccc(-c2ccc(=O)n(CCCC(=O)Nc3ccccc3F)n2)cc1OC | 42 | i | 0.061
O=C(C(=O)N(Cc1ccccc1)Cc1ccccc1)c1cn(CC(=O)N2CCOCC2)c2ccccc12 | 53 | i | 0.052
COc1cccc(OCC(=O)Nc2ccc(N3CCCC3=O)cc2)c1 | 56 | i | 0.12
Cc1ccc(CNC(=O)c2cn(-c3ccc(C)c(C)c3)nn2)cc1 | 55 | i | 0.093
COc1cc(S(=O)(=O)Nc2cc(Cl)ccc2O)c(OC)cc1Cl | 33* | + | 0.21*

Other structures follow:
AMPAR-TARP mod glutamate slope	AMPAR-TARP mod	compound	AMPAR-TARP mod agonism max-min
64	i	CC(C)CNCC(O)COC1CC2CCC1(C)C2(C)C (centres undefined)	0.087
58	i	CSCCC(C)(O)CNS(=O)(=O)c1ccc2c(c1)OCCO2 (centres undefined)	0.11
64	i	CC(=O)Cn1c(=O)c2c(nc3n(-c4ccc(C)c(C)c4)c(C)cn23)n(C)c1=O	0.069
67	i	Cc1cc(NC(=O)C(=O)NCC(c2cccc3ccccc23)N2CCOCC2)c2ccccc2n1 (centres undefined)	0.085
59	i	O=C(Nn1cnc2c(cnn2-c2ccccc2)c1=O)c1ccc2c(c1)OCO2	0.092
67	i	CCc1nc2ccccc2n1CC(O)COc1ccc(C)c(C)c1 (centres undefined)	0.072
61	i	Cc1ccc(C)c(Cn2c(=O)c3c(nc4n(CCCN(C)C)c(C)c(C)n34)n(C)c2=O)c1	0.22
57	i	COc1ccc(Cn2c(SCC(=O)Nc3ccc(C)cc3Cl)nc3ccsc3c2=O)cc1	0.15
53	i	CCc1ccc(NC2CC(=O)N(c3ccc(OC)cc3OC)C2=O)cc1 (centres undefined)	0.093
24	i	CCCN1C(=O)NC2(CCN(C(=O)c3ccc(Cl)cc3Cl)CC2)C1=O	0.053
37	i	CC(=O)N1CCc2c(sc(NC(=O)c3ccc4ncsc4c3)c2-c2nc3ccccc3s2)C1	0.073
51	i	COC(=O)Nc1ccc(S(=O)(=O)N(C)CC(F)(F)C(F)F)cc1	0.061
25	i	CC(C)C(=O)N1CCC2(CC1)NC(=O)N(CCc1ccccc1)C2=O	0.039
83	i	CC1CCN(S(=O)(=O)c2ccc(-c3nc(C#N)c(NCc4ccc5c(c4)OCO5)o3)cc2)CC1	0.16
42	i	CCOc1ccc(NC(=O)CN(C)S(=O)(=O)c2c(C(=O)OC)sc3ccccc23)cc1	0.098
48	i	O=C(c1ccc(Cl)s1)N(CCCn1ccnc1)c1nc2ccccc2s1	0.13
42	i	O=C(Nc1ccc(N2CCCCC2=O)cc1)c1cccc(C(F)(F)F)c1	0.11
87	i	COc1cccc(C(=O)Nc2ccc(-n3nnn(CC(N)=O)c3=O)cc2)c1OC	0.13
42	i	Cc1nc(Cl)c2cc(-c3ccccc3)sc2n1	0.091
40	i	Cc1cccc(NC(=O)Cn2cc(-c3nc(-c4ccccc4C)no3)c(=O)c3ccc(C)nc32)c1	0.048
62	i	COc1ccc(S(=O)(=O)N2CCN(c3ccc(N4CCCCC4C)nn3)CC2)c(OC)c1OC (centres undefined)	0.075
49	i	Cn1nc(-c2cccc(NC(=O)c3ccc(S(=O)(=O)N4CCCC4)cc3)c2)ccc1=O	0.073
54	i	Cc1ccc(Oc2ccc(N(C)C(=O)Cc3ccccc3)cc2)nn1	0.072
60	i	O=C(NCCC(c1ccccc1)c1ccccc1)C(=O)NCc1ccc(Cl)cc1	0.11
69	i	CCN(CCc1ccncc1)S(=O)(=O)c1cc(N2C(=O)CCS2(=O)=O)ccc1C	0.081
3	i	COc1ccc(S(=O)(=O)NCCn2nc(-c3ccccc3)ccc2=O)cc1C	0.041
62	i	CC(C)n1ccc(C(=O)Nc2cccc(-c3nc4ccccc4[nH]3)c2)n1	0.12
45	i	Cc1ccccc1OCC(=O)Nc1ccc(CC(=O)N2CCOCC2)cc1	0.068
58	i	COC(=O)N1CCN(CCNC(=O)NCCCc2ccccc2)CC1	0.089
48	i	Cc1ccc(N(O)C(=O)Nc2ccccc2)cc1	0.077
62	i	Cc1nnc(C2CCN(Cc3cccc(C(F)(F)F)c3)CC2)s1	0.056
43	i	COc1ccc(OC)c(NC(=O)c2nn(-c3ccc(F)cc3)cc2OCc2ccccc2)c1	0.055
36	i	O=C(NCCc1ccsc1)NCc1cccc2ccccc12	0.037
47	i	CC1CCN(C(=O)CSc2ccc(NC(=O)c3cccs3)nn2)CC1	0.1
73	i	CCCc1nc2ccccc2n1Cc1ccc(F)cc1	0.11
49	i	O=C(c1ccc(Cl)cc1Cl)N1CCN(c2ccc(Nc3cccnc3)nn2)CC1	0.25
50	i	COc1cccc(-n2nnc3c(N4CCN(C(=O)CSCc5ccccc5)CC4)ncnc32)c1	0.045
46	i	CC(NC(=O)C(=O)NCc1nc(-c2ccccc2)no1)c1ccccc1 (centres undefined)	0.12
1.3*	+	Cc1nc2ccc(NC(=O)c3ccc(S(=O)(=O)C(C)C)cc3)cc2s1	0.15*
32	i	Cn1nnc2c(SCC(=O)NCCc3ccccc3)ncnc21	0.032
58	i	CC(O)(CNC(=O)c1ccc2c(c1)OCO2)C1CC1 (centres undefined)	0.094
64	i	O=C(NCCCn1nc(-c2ccccc2)ccc1=O)c1ccco1	0.096
70	i	CCOc1ccc(-c2ccc(N3CCN(C(=O)c4ccccn4)CC3)nn2)cc1	0.14
56	i	CCOc1ccc(CC(=O)Nc2nc(-c3cccc([N+](=O)[O-])c3)cs2)cc1	0.093
63	i	CCOC(=O)N1CCC(NC(=O)c2cc(-c3cccs3)nn2C)CC1	0.066
61	i	COc1ccc(-c2cn(-c3ccc(Br)cc3)c(=O)[nH]2)cc1OC	0.15
76	i	COc1ccc(OC)c(S(=O)(=O)NCC(O)Cc2ccccc2)c1 (centres undefined)	0.16
44	i	COc1ccc2sc(N(CCN3CCOCC3)C(=O)c3ccc4ncsc4c3)nc2c1	0.064
69	i	Cc1cc(C)cc(NC(=O)CCCn2nc(-c3ccccc3)ccc2=O)c1	0.08
49	i	CN(C)C(CNC(=O)C1(c2ccccc2)CCOCC1)c1ccsc1 (centres undefined)	0.082
62	i	O=S(=O)(Cc1ccccc1F)NCC1CCN(C2CCCC2)CC1	0.035
51	i	CC(C)S(=O)(=O)NCC1CCN(c2ncccn2)CC1	0.085
67	i	O=C(Cc1cccc2ccccc12)Nc1ccc(N2CCCCS2(=O)=O)cc1	0.14
52	i	Cc1ccc(S(=O)(=O)N(CC(O)CNCc2ccco2)c2ccc(F)cc2)cc1 (centres undefined)	0.054
34	i	CNS(=O)(=O)c1ccc(NC(=O)C2CC3C=CC2C3)cc1 (centres undefined)	0.034
72	i	CCc1nnc(NS(=O)(=O)c2ccc(NC(=O)c3ccc(S(=O)(=O)N(C)C)cc3)cc2)s1	0.084
65	i	COc1ccccc1CNS(=O)(=O)CCNC(=O)c1ccccc1	0.095
71	i	COC(=O)c1ccsc1NC(=O)c1cc(Cl)ccn1	0.17
65	i	CCCNC(=O)c1c(N)n(-c2ccccc2)c2nc3ccccc3nc12	0.13
56*	+	O=C(Nc1ccc2c(c1)CN(C(=O)c1cccs1)CC2)c1cnccn1	0.15*

(listing goes on)
AMPAR-TARP mod glutamate slope	AMPAR-TARP mod	compound	AMPAR-TARP mod agonism max-min
41	i	COc1ccccc1CCNC(=O)Cn1nc(-c2cccc(Br)c2)ccc1=O	0.045
65	i	CCNC(=O)C1Cc2ccccc2N1C(=O)c1ccc(Cl)cc1 (centres undefined)	0.02
61*	+	O=C(/C=C/c1ccc2c(c1)OCO2)NCC1CCN(C(=O)c2cc3ccccc3o2)CC1	0.082*
-1	i	N#CC1CCN(S(=O)(=O)c2ccccc2)CC1	0.07
50	i	CCOC(=O)c1c(C)c(C(=O)N2CCN(c3ccc(F)cc3)CC2)c(C)n1C	0.04
54	i	COc1cn(CC(=O)Nc2ccc3c(c2)OCCO3)c(CSc2nncn2C)cc1=O	0.041
64	i	COc1cccc(NC(=O)Cn2c3c(c(=O)n(C4CCCCC4)c2=O)CCC3)c1	0.14
49	i	Cc1ccc(NCCNC(=O)C(C)(C)Oc2ccc(Cl)cc2)nn1	0.11
40	i	COc1ccc(CCNC(=O)Cc2cc(-c3cc4ccccc4o3)on2)cc1OC	0.078
54	i	O=C(c1cccs1)N1CC(C(=O)N(Cc2ccccc2)c2ccccc2)C1	0.036
